HepG2 tox: counter-screen for TGF-b inhibitors: cytotoxicity in HepG2 cells; HepG2 CAGA-GFP viability, ATP luminescence, 18 h; Potency, µM (series often up to 46.1 µM), for the others: at the top dose activity change, negative = cytotoxicity, usual class: cytotoxic; 0.76% of 410,000 active; AID 588856; further: potency means the concentration at half of the fitted maximal effect; some results filed as inactive show a strong effect at the top dose
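CellTiter-Glo luminescence gave cytotoxicity after 18 hours at 37 degrees C. The cells were HepG2 CAGA-GFP in 1% FBS DMEM, stimulated with 500 pg/mL TGF-beta after compound addition. %Activity was normalised to no-cell wells (complete cell-killing) and DMSO (no toxicity), and curves were fitted and classified.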
IL1B secr inh: blocks inflammasome-driven IL-1 beta release | AID 743279 | activity change, % at 57.5 µM | THP-1 LPS/ATP IL-1B secretion, AlphaLISA, 16 h; hits give low values | 4.7% of 360,000 active; in the data active means activity change below about -50%; inconclusive means mostly about -30% to -49%; further: on the % scale 0 is the no-effect control and ±100 the full control effect
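Secreted IL-1B measured by AlphaLISA bead assay after 16 h compound exposure of THP-1 cells; compounds (final up to 57.5 uM) added 1 h before LPS (250 ng/mL) and ATP (1.25 mM) stimulation; lower signal means less secretion.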
ATXN2 expr inh: inhibitors of ATXN2 expression. HEK-293 ATXN2-luciferase reporter, luminescence, 24 h. Potency, µM (doses to about 57 µM), for the others: at the top dose activity change, negative = inhibition, actives largely listed as inhibitors. 0.72% of 360,000 active. AID 1745845; further: potency means the concentration at half of the fitted maximal effect; on the % scale 0 is the no-effect control and ±100 the full control effect; nearly all actives have a fitted effect of over 55% in size
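qHTS (up to 57 uM final) was run with 24 h compound exposure of reporter cells at 37 °C. Each well was multiplexed: SteadyGlo luminescence measured ATXN2-luciferase expression after a fluorogenic Gly-Phe-AFC viability readout (25 uM final).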
A549 tox: A549 cytotoxicity, counter-screen for Nrf2 inhibitors; AID 504648; 0.16% of 390,000 active; Potency, µM (series often up to 46 µM), inactives show at the highest dose activity change, negative = cytotoxicity, usual class: inhibitors; A549 ARE-Fluc cells, CellTiter-Fluor viability, 18-24 h; further: potency means the concentration at half of the fitted maximal effect; on the % scale 0 is the no-effect control and ±100 the full control effect
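A549 ARE_Fluc cells in 5% FBS OPTI-MEM were exposed to compounds in concentration-response for 18-24 h at 37 deg C. Viability was read by CellTiter-Fluor fluorescence (Ex 405/Em 525) after 30 min, before the luciferase read.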
MCF10A rerep: inducers of DNA re-replication in MCF 10A breast cells; Potency, µM (highest dose often 46.1 µM), for the others: at the highest dose activity, positive = re-replication, actives largely listed as activators; MCF 10A DNA re-replication, Hoechst nuclear intensity, 48 h; 2.9% of 350,000 active; AID 624296; further: potency means the concentration at half of the fitted maximal effect; % of control where 0% means no effect; nearly all actives have a fitted effect of over 50% in size
TGFb inhibitor: TGF-b pathway inhibition; HepG2 CAGA-GFP TGF-b/SMAD3 reporter, GFP fluorescence, 18 h; TGF-beta stimulated, 500 pg/mL final; Potency, µM (titrated, usually from 46.1 µM), for inactives: top-dose activity, negative = inhibition, actives largely listed as inhibitors; 1.2% of 410,000 active; AID 588855; further: potency means the concentration at half of the fitted maximal effect; on the % scale 0 is the no-effect control and ±100 the full control effect; nearly all actives have a fitted effect of over 65% in size
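TGF-beta reporter screen: HEPG2 CAGA-GFP, 1% FBS, 500 pg/mL TGF-beta final, 18 h; per-cell GFP summed per well; curves fitted and categorized by class.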
Nrf2 inh: blocks Nrf2 signaling. AID 504444. 2.1% of 360,000 active. Potency, µM (top dose mostly 46 µM), for the others: at the highest dose activity change, negative = inhibition, actives largely listed as inhibitors. A549 ARE-Fluc reporter, luciferase luminescence, 18-24 h; further: potency means the concentration at half of the fitted maximal effect; on the % scale 0 is the no-effect control and ±100 the full control effect; nearly all actives have a fitted effect of over 60% in size
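Quantitative HTS in A549 cells stably bearing an antioxidant response element-firefly luciferase construct. Inhibition of Nrf2-driven transcription was scored by luminescence after 18-24 h of compound exposure at 37 °C.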
S2 tox: viability counter-screen for ATXN expression inhibitors; S2 cells (HEK-293 line with an ATXN2-luciferase reporter) viability, CellTiter-Fluor protease fluorescence, 24 h; Potency, µM (highest dose often 56.7 µM), actives largely listed as cytotoxic; 0.49% of 400,000 active; further: potency means the concentration at half of the fitted maximal effect; nearly all actives have a fitted effect of over 40% in size
Nrf2 activator: Nrf2 pathway activation; AREc32 ARE-luciferase reporter (MCF7-derived line), luminescence, 24 h; Potency, µM (series often up to 46.1 µM), for inactives: top-dose activation, most hits filed as activators; 0.31% of 410,000 active; AID 624171; further: potency means the concentration at half of the fitted maximal effect; % of control where 0% means no effect; nearly all actives have a fitted effect of over 65% in size
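Each well held 1000 AREc32 cells, which were incubated with compound for 24 hr at 37 deg C after overnight attachment, and ARE reporter activity was quantified by firefly luciferase luminescence.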
The depositor's hits bear a star; i = inactive; u = inconclusive; x = not tested or not shown; [ ] = dose if it differs, or a comment. Unless noted, the call rests on the fitted dose curve; in most records, active means well fitted curve in the direction sought with a large enough effect; inconclusive means small, poorly fitted or top-dose-only effect, or another doubt; inactive means no such curve, though single readings can be large; an effect the other way counts as inactive or inconclusive. These rows are one share of the data; rates above refer to the full screens.

# | structure | IL1B secr inh | TGFb inhibitor | A549 tox | Nrf2 activator | ATXN2 expr inh | Nrf2 inh | MCF10A rerep | S2 tox | HepG2 tox
1 | Cc1ccc(-n2c(O)c(/C=C3/C(c4ccccc4)=Nc4ccccc43)c(=O)[nH]c2=O)cc1 | -58* | u | -3% | 3.8% | 17% | 1% | 5.2µM* | i | -30%
2 | Cc1cc(N2C(=O)C3CCCN3C2c2ccc(Cl)c(Cl)c2)no1 (centres undefined) | 3 | 6% | -5% | -0.7% | 5% | 3% | 3% | i | 1%
3 | CCN1C(=O)c2ccccc2Sc2ccc(NC(=O)Cc3ccc(OC)c(OC)c3)cc21 | x | u | -8% | 6.8% | u | x | x | u | -14%
4 | CC(=O)Nc1ccccc1C(=O)OCC(=O)c1ccc2c(c1)OCCO2 | 9 | 11% | 0% | 0.2% | -15% | 1% | -5% | i | 12%
5 | O=[N+]([O-])/C=C1/NCCN1Cc1ccc(Cl)nc1 | 10 | 0% | 5% | -0.6% | -6%[11.3 µM] | 0% | 2% | i | 5%
6 | CC/C(=N\NC(=S)Nc1ccccc1)c1c(O)[nH]c(=O)[nH]c1=O | 33 | -8% | 0% | -0.6% | 12% | u | -7% | i | 6%
7 | CCCCC(=O)N/N=C/c1c(O)n(CC)c(=S)n(CC)c1=O | 130 | 22µM* | -15% | 8.5% | x | u | -2% | i | -26%
8 | COc1ccccc1CCNC1CCC(C(C)(C)C)CC1 (centres undefined) | -65* | -3% | -4% | 0.8% | u | 0% | u | u | -46%
9 | O=C(CCCc1nc(-c2ccc(Cl)cc2)no1)NCC1CCCO1 (centres undefined) | 26 | -8% | -5% | 0.3% | -29% | 13µM* | 16% | i | -4%
10 | c1ccc(C2NCc3ccccc3-n3cccc32)cc1 (centres undefined) | -21 | 15% | 14% | 0.3% | -22% | -19% | 10% | i | -14%
11 | COc1ccc(NC(=O)CCc2nc(C3=CCN(Cc4cccc(Cl)c4)CC3)no2)c(OC)c1 | x | u | 0% | 4.0% | u | x | x | u | -33%
12 | Nc1c2c(nc3sc4c(c13)CCCC4)CCCC2 | -88* | u | 0% | 2.7% | u | 3% | u | u | -24%
13 | O=C(c1ccc2c3c(cccc13)CC2)C1CCCN(CC2CC2)C1 (centres undefined) | -117* | -3% | u | -0.5% | -34% | -10% | -5% | i | -12%
14 | Cc1ccc(S(=O)(=O)N(C)N=O)cc1 | 28 | 1% | -1% | 0.4% | -2% | u | 9% | i | -19%
15 | CNS(=O)(=O)c1ccc(-c2ccc(C=C3C(=O)NC(=O)NC3=O)o2)cc1 | 5 | 3% | -2% | -1.0% | 7% | -2% | 29% | i | 2%
16 | CC(=NCc1ccco1)c1c(O)n(-c2ccccc2C)c(=O)[nH]c1=O | -7 | 5% | 9% | -0.6% | -22% | -25% | 6% | i | -9%
17 | COc1ccc(NS(=O)(=O)c2cc(N=Nc3c(O)[nH]c(=O)[nH]c3=O)ccc2Cl)cc1 | -4 | 11% | u | u | -17% | u | 7% | i | -1%
18 | C=CCn1c(O)c(C(CC)=NC(C)c2ccccc2)c(=O)[nH]c1=O (centres undefined) | 36 | -24% | -8% | 7.9% | 71%[activator] | -12% | u | i | -32%
19 | COc1c(C)cc(C(=O)C2CCCN(Cc3cnc(C)s3)C2)cc1C (centres undefined) | 0 | -7% | 16% | 0.5% | -32% | -4% | -17% | i | -23%
20 | Cc1cc(C=O)c(C)n1C(C)C | -3 | -2% | 2% | -0.8% | -20% | 11% | u | i | 5%
21 | c1ccc2c(CNC3CCCCCC3)c[nH]c2c1 | -70* | u | 5% | 17% | 20µM* | x | -2% | 28µM* | -113%
22 | O=C(/C=C/c1ccc(Br)cc1)NC(=S)N1C[C@H]2C[C@H](C1)c1cccc(=O)n1C2 | -19 | 17% | 0% | 4.4% | 8% | 6% | -3% | i | 8%
23 | COC(=O)C1=C(c2c(C)noc2C)C[C@@H]2CC[C@H]1N2C(=O)NCc1ccc(F)cc1 | 0 | 5% | 3% | 1.5% | -14% | -12% | 13% | i | -7%
24 | N#CC[N+]1(CCCNP2(=O)C=C(c3ccccc3)OC(c3ccccc3)=C2)CCOCC1 | -13 | -4% | 11% | -0.5% | -15% | -11% | u | i | -4%
25 | FC(F)(F)c1ccc(CNCCc2c[nH]c3ccccc23)cc1 | -16 | -9% | 8% | 0.2% | -33% | 20% | u | i | -34%
26 | O=C(Nc1ccc(F)cc1)[C@@H](c1ccccc1)N1Cc2ccccc2C1=O | x | -19% | -10% | 0.1% | -10% | 5% | x | u | -20%
27 | COc1cccc(CN2CCN(C(=O)COc3ccc4ccccc4c3)CC2)c1 | 5 | -14% | -9% | 2.2% | -11% | -15% | 1% | i | -13%
28 | COC(=O)C1=C(c2ccc(OC)c(OC)c2)C[C@@H]2CC[C@H]1N2C(=O)N1CCOCC1 | 9 | 8% | 1% | 0.0% | 7% | 6% | -2% | i | 0%
29 | N#CCCn1cc(C(=O)NCc2ccccc2)c(-c2ccc3c(c2)OCCO3)n1 | 12 | 7% | 3% | 0.3% | -9% | 1% | 0% | i | -4%
30 | C=C1C(=O)O[C@@H]2C[C@@H](C)[C@@H]3C=CC(=O)[C@@]3(C)[C@@H](OC(C)=O)[C@H]12 | u | 0.71µM* | 9.2µM* | -2.6% | 1.1µM* | 4.1µM* | 1.2µM* | x | 2.5µM*
31 | CC(=NCCN1CCCCC1)c1c(O)[nH]c(=O)[nH]c1=O | 0 | -33% | x | -0.4% | 0% | 5% | -2% | i | -6%
32 | C/C=C/CC1(CC)C(=O)NC(=S)NC1=O | -24 | 28% | 4% | -0.4% | x | -8% | -8% | i | 5%
33 | Cc1cccc(CN(C)C)c1OC(=O)N(C)C | 0 | -10% | -9% | -0.2% | 4% | -5% | -1% | i | 4%
34 | CC(C)(C)n1nnnc1C(c1cccc2ccccc12)N1CCC2(CC1)C(=O)NCN2c1ccccc1 (centres undefined) | -1 | u | x | -0.2% | u | x | x | x | 1%
35 | O=P1(Oc2ccccc2)C[C@@H](O)[C@@H](O)[C@H](COCc2ccccc2)O1 (some centres undefined) | 0 | 5% | 2% | -0.1% | 3% | 2% | 27% | i | 3%
36 | CCOC(=O)C1=C(C)OC(N)=C(C#N)C12C(=O)N(C)c1ccccc12 (centres undefined) | 17 | u | 2% | 0.5% | 22% | -1% | -2% | i | -18%
37 | CCCn1ncc(CN2CCCC(C(=O)c3cccc(OC)c3)C2)c1C (centres undefined) | 5 | -19% | 2% | 1.9% | -17% | u | u | i | -3%
38 | C[C@]12CC[C@@H]3c4ccc(O)c(O)c4CC[C@H]3[C@@H]1CC[C@@H]2O | u | u | -7% | u | -21% | -3% | -3% | u | -49%
39 | C[C@]12CCC3C(CC[C@H]4C[C@H](OC(=O)c5cccnc5)CC[C@]34C)C1CCC2=O (some centres undefined) | 21 | -27% | -9% | 1.1% | u | u | u | i | -4%
40 | COc1ccc(N2CCN(c3ncnc4c3nc3n4CCCCC3)CC2)cc1 | x | u | -22% | 1.8% | -15% | 16µM* | x | i | -3%
41 | O=S(=O)(c1ccc(F)cc1)N1CCCC1c1cccnc1 (centres undefined) | -3 | -2% | 1% | 0.2% | x | 18% | -1% | i | 31%
42 | COC(=O)C1=C(c2cccc(OCc3ccccc3)c2)C[C@@H]2CC[C@H]1N2C(=O)NCc1cc(C)oc1C(F)(F)F | -14 | -2% | -11% | 2.5% | -10% | u | 7% | i | -4%
43 | Cc1cc(C)cc(OCC(=O)Nc2ccc(Cl)cc2C(=O)c2ccccc2)c1 | x | 2% | -2% | 0.0% | x | u | x | x | -4%

Structural class, the entries above with an NH in an aromatic ring (eight)
# | structure | IL1B secr inh | TGFb inhibitor | A549 tox | Nrf2 activator | ATXN2 expr inh | Nrf2 inh | MCF10A rerep | S2 tox | HepG2 tox
1 | Cc1ccc(-n2c(O)c(/C=C3/C(c4ccccc4)=Nc4ccccc43)c(=O)[nH]c2=O)cc1 | -58* | u | -3% | 3.8% | 17% | 1% | 5.2µM* | i | -30%
6 | CC/C(=N\NC(=S)Nc1ccccc1)c1c(O)[nH]c(=O)[nH]c1=O | 33 | -8% | 0% | -0.6% | 12% | u | -7% | i | 6%
16 | CC(=NCc1ccco1)c1c(O)n(-c2ccccc2C)c(=O)[nH]c1=O | -7 | 5% | 9% | -0.6% | -22% | -25% | 6% | i | -9%
17 | COc1ccc(NS(=O)(=O)c2cc(N=Nc3c(O)[nH]c(=O)[nH]c3=O)ccc2Cl)cc1 | -4 | 11% | u | u | -17% | u | 7% | i | -1%
18 | C=CCn1c(O)c(C(CC)=NC(C)c2ccccc2)c(=O)[nH]c1=O (centres undefined) | 36 | -24% | -8% | 7.9% | 71%[activator] | -12% | u | i | -32%
21 | c1ccc2c(CNC3CCCCCC3)c[nH]c2c1 | -70* | u | 5% | 17% | 20µM* | x | -2% | 28µM* | -113%
25 | FC(F)(F)c1ccc(CNCCc2c[nH]c3ccccc23)cc1 | -16 | -9% | 8% | 0.2% | -33% | 20% | u | i | -34%
31 | CC(=NCCN1CCCCC1)c1c(O)[nH]c(=O)[nH]c1=O | 0 | -33% | x | -0.4% | 0% | 5% | -2% | i | -6%

Single values from the list.
Reading of CC(=NCCN1CCCCC1)c1c(O)[nH]c(=O)[nH]c1=O under ATXN2 expr inh: 0%
Reading of C[C@]12CC[C@@H]3c4ccc(O)c(O)c4CC[C@H]3[C@@H]1CC[C@@H]2O under ATXN2 expr inh: -21%

High-throughput results (PubChem)
